# CCHF vOTU inh: CCHFV vOTU protease inhibitors, primary screen, biochemical, Pep-AMC substrate, fluorescence | inhibition, % at 11.5 µM | 0.55% of 370,000 active | AID 651958, 2012 | Crimean-Congo hemorrhagic fever virus L polyprotein viral ovarian tumor (vOTU) protease …; in the data active = inhibition above about 30%; also: 0% = vehicle wells with enzyme and 100% = no enzyme wells
# PrPC surface inh: inhibitors of human cell surface prion protein PrPC, primary screen, cell-based, TR-FRET; TR-FRET read-out; inhibition, % at 13.8 µM; 0.43% of 370,000 active; in the data active = inhibition above about 24%; also: 0% = median of the test wells and 100% = reference compound wells
# Rv3671c protease: Rv3671c serine protease inhibitors, primary screen, biochemical, fluorescence polarization, M. tuberculosis H37Rv; P9WHR9; inhibition, % at 5.96 µM; 0.048% of 320,000 active; in the data active = inhibition above about 38%;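 also: extracellular domain of Rv3671c used as enzyme; 0% = enzyme with DMSO and 100% = no enzyme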
# SARS 3CLpro inh: SARS-CoV 3CLpro protease inhibitors, primary screen, biochemical, quenched FRET; 0.14% of 290,000 active; inhibition, % at 6 µM; Replicase polyprotein 1ab (Severe acute respiratory syndrome coronavirus), P0C6X7; recombinant SARS-CoV 3CLpro, quenched FRET peptide cleavage; in the data active = inhibition above about 12%
# Yp Topo-I inh: Yersinia pestis topoisomerase I inhibitors, primary screen, biochemical, cleavage product accumulation, plate reader, single point. DNA topoisomerase I (Yersinia pestis CO92). Y. pestis Topo-I cleavage product accumulation. activity, % at 10 µM. 0.064% of 360,000 active. AID 504884, 2011; in the data active = activity above about 50%, passing the limit was not always enough; also: inactives centre near 2
# TcdB inh: TcdB glycohydrolase inhibitors, primary screen, biochemical, single point, plate reader | AID 652162, 2013 | TcdB glycohydrolase enzymatic assay | Toxin B (Clostridioides difficile), P18177 | inhibition, % at 9.99 µM | 0.24% of 350,000 active; in the data active = inhibition above about 10%
# MazEF act: activators of E. coli MazEF toxin-antitoxin RNase, primary screen, biochemical, fluorescence, uHTS; Endoribonuclease toxin MazF (Escherichia coli (strain K12)), P0AE70; activation, % at 20 µM; 0.32% of 350,000 active; AID 504720, 2011; FAM/BHQ RNA-DNA oligo cleavage fluorescence, 5 h; in the data active = activation above about 50%
# SSB-PriA inh: inhibitors of Klebsiella pneumoniae PriA binding to SSB C-terminal tail, primary screen, biochemical, AlphaScreen; AID 1272365, 2023; AlphaScreen SSBct-PriA binding, biotinylated peptide; PriA–SSB C-terminal tail interaction (Klebsiella pneumoniae); inhibition, % at 33 µM; 0.6% of 430,000 active; in the data active = inhibition mostly above about 37%, no sharp cut-off; inactive = mostly below about 20%;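 also: plate controls were negative control peptide for no effect and reference peptide for full effect; strong numbers were not always called active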
# BH1578 lux ind: inducers of Vibrio cholerae quorum light production without autoinducers, primary screen, BH1578 luxS cqsA deficient, single point | V. cholerae BH1578 lux reporter, luminescence, 6 h | activation, % at 18.7 µM | 0.16% of 350,000 active; in the data active = activation mostly above about 9.7%, no sharp cut-off; also: not every result past the cut was called active; inactives centre near 0; reference of the scale not given here
# VHR inh abs: VHR1 phosphatase inhibitors, primary screen, biochemical, absorbance, uHTS; 0.52% of 290,000 active; inhibition, % at 13.3 µM; Dual specificity protein phosphatase 3 (Homo sapiens), P51452; recombinant VHR phosphatase, pNPP absorbance; in the data active = inhibition above about 50%; also: some compounds called inactive have numbers as strong as hits
# Active calls of the source: *; i = inactive; . = no result given; & = joins results of further samples.
# Start of the listing, in advance:
SMILES,CCHF vOTU inh,PrPC surface inh,Rv3671c protease,SARS 3CLpro inh,Yp Topo-I inh,TcdB inh,MazEF act,SSB-PriA inh,BH1578 lux ind,VHR inh abs
O=C(O)C1(Nc2ccc(Br)cc2)CCCC1,-5,7,.,.,1,-12,3,5,.,.
COc1ccc(N(C(=O)c2ccn[nH]2)C(C(=O)NC2CCCC2)c2ccc(F)cc2)cc1 (stereo not given),-6,3,6,-1,3,-0.2,3,-16,-0.9,26
CN(C(=O)CCCN1CCCC1=O)C1CCCN(Cc2ccccc2F)C1 (stereo not given),1,-3,.,-1,1,1.6,5,-6,-0.5,13
Cc1cc(C)n(-c2cccc(Cl)c2)c(=O)c1C#N,8,8,-2,-12,2,.,1,-11,-3.7,11
CCC1S/C(=N/S(=O)(=O)c2ccc(N)cc2)NC1=O (stereo not given),1,8,.,.,5,2.2,7,.,i,.
Cc1cc(C)nc(SCc2nnc(SCC(=O)Nc3nccs3)n2C)n1,3,0,.,7,0,.,-4,0,-0.6,9
CCCC(=O)Nc1nnc(SCC(=O)NCc2ccco2)s1,-12,1,0,1,0,.,-6,0,1.4,7
COc1ccc(NC(=O)CO/N=C(\C)c2cccs2)cc1,-3,6,3,-3,-9,0.4,0,.,-0.5,41
C=CCN1C(=O)C2C(C(=O)NC3CCCCC3)C3C=CC2(O3)C1C(=O)NC1CCCC1 (stereo not given),-2,6,-2,1,1,.,5,-21,i,0
CC(C)OCCCNC(=O)CCc1nc(-c2ccccc2)no1,-41,-8,2,-3,2,.,3,-8,-0.4,-12
Cc1ccc2cc(C(c3nnnn3C(C)(C)C)N3CCCCCC3)c(=O)[nH]c2c1 (stereo not given),.,.,-2,-2,3,.,0,9,i,32
CCC(/C=N/NC(=O)C(N)=O)CC,-6,4,1,3,0,-0.6,2,.,-0.8,-2
C#CCOc1ccc(/C=C2/C(=O)ON=C2C)cc1Br,1,4,14,0,-5,2.9,-5,-4,i,-8
Cc1ccc(C)c(CS(=O)(=O)c2cn(CC(=O)N3CCCCC3)c3ccccc23)c1,-3,2,4,4,6,.,-2,-9,-0.4,18

# Results, from the first entry:
SMILES,CCHF vOTU inh,PrPC surface inh,Rv3671c protease,SARS 3CLpro inh,Yp Topo-I inh,TcdB inh,MazEF act,SSB-PriA inh,BH1578 lux ind,VHR inh abs
O=C(O)C1(Nc2ccc(Br)cc2)CCCC1,-5,7,.,.,1,-12,3,5,.,.
COc1ccc(N(C(=O)c2ccn[nH]2)C(C(=O)NC2CCCC2)c2ccc(F)cc2)cc1 (stereo not given),-6,3,6,-1,3,-0.2,3,-16,-0.9,26
CN(C(=O)CCCN1CCCC1=O)C1CCCN(Cc2ccccc2F)C1 (stereo not given),1,-3,.,-1,1,1.6,5,-6,-0.5,13
Cc1cc(C)n(-c2cccc(Cl)c2)c(=O)c1C#N,8,8,-2,-12,2,.,1,-11,-3.7,11
CCC1S/C(=N/S(=O)(=O)c2ccc(N)cc2)NC1=O (stereo not given),1,8,.,.,5,2.2,7,.,i,.
Cc1cc(C)nc(SCc2nnc(SCC(=O)Nc3nccs3)n2C)n1,3,0,.,7,0,.,-4,0,-0.6,9
CCCC(=O)Nc1nnc(SCC(=O)NCc2ccco2)s1,-12,1,0,1,0,.,-6,0,1.4,7
COc1ccc(NC(=O)CO/N=C(\C)c2cccs2)cc1,-3,6,3,-3,-9,0.4,0,.,-0.5,41
C=CCN1C(=O)C2C(C(=O)NC3CCCCC3)C3C=CC2(O3)C1C(=O)NC1CCCC1 (stereo not given),-2,6,-2,1,1,.,5,-21,i,0
CC(C)OCCCNC(=O)CCc1nc(-c2ccccc2)no1,-41,-8,2,-3,2,.,3,-8,-0.4,-12
Cc1ccc2cc(C(c3nnnn3C(C)(C)C)N3CCCCCC3)c(=O)[nH]c2c1 (stereo not given),.,.,-2,-2,3,.,0,9,i,32
CCC(/C=N/NC(=O)C(N)=O)CC,-6,4,1,3,0,-0.6,2,.,-0.8,-2
C#CCOc1ccc(/C=C2/C(=O)ON=C2C)cc1Br,1,4,14,0,-5,2.9,-5,-4,i,-8
Cc1ccc(C)c(CS(=O)(=O)c2cn(CC(=O)N3CCCCC3)c3ccccc23)c1,-3,2,4,4,6,.,-2,-9,-0.4,18
COC(=O)/C=C1\C(=O)N(c2nc3ccccc3s2)C(=S)N1c1ccc(F)cc1,14,5,-6,-2,-1,1.0,58*,-8,-0.6,39
COc1ccc(CN2CCC[C@]3(N[C@H](c4ccc(C(F)(F)F)cc4)[C@@H]4C(=O)N(Cc5ccccc5)C(=O)[C@@H]43)C2=O)cc1,5,3,.,.,20,0.2,3,.,1.0,.
COc1ccc(CCCNC(=O)C2CCC(=O)N(CC3CCCCC3)C2)cc1 (stereo not given),4,3,-8,2,23,0.1,-6,-1,-0.6,9
Cc1cc(C)cc(NC(=O)Cn2nnc(C(=O)NCc3ccc4c(c3)OCO4)c2N)c1,23,5,-31,-3,22,-1.2,-39,-17,i,38
O=C1Nc2ccc(Br)cc2C12OCCO2,-8,5,3,.,-2,2.4,7,-5,-0.8,.
Cc1ccc(C(=O)N2CCC(n3nccc3NC(=O)Nc3cccc(F)c3)CC2)cn1,9,4,-1,-6,-1,1.7,6,-10,i,40
CC(C)CCN1CCN(C/C=C/c2ccco2)CC1CCO (stereo not given),-6,-9,9,7,9,-0.9,8,5,0.2,-4
O=C(Nc1cccc2ccccc12)NC1CCS(=O)(=O)C1 (stereo not given),-11,-1,-5,-2,-4,.,-8,-14,-0.8,22
CC(C)N(Cc1ccccc1)C(=O)C1CCN(c2ncnc3c2nc2n3CCCCC2)CC1,7,8,-6,1,28,1.1,6,-3,i,28
COCCn1cc(C(=O)NCCCOC(C)C)c2c3ccccc3n(C)c2c1=O,-12,4,-1,1,12,0.7,3,-1,-0.5,13
Cc1ccccc1NC(=O)NC1(C(=O)NCC2CCCO2)CCCCC1 (stereo not given),13,-6,0,0,5,1.3,-4,-4,-0.1,-17
OCCNc1nc2ccccc2n1CC(O)c1ccccc1 (stereo not given),3,0,-2,-1,-1,1.5,-2,0,-0.7,22
Cc1ccc(C(=O)NNC(=O)c2ccncc2)cc1C,-4,2,1,0,-5,0.9,-2,-10,-0.6,-14
O=S(=O)(Nc1nc(SCc2ccc(Cl)cc2)n[nH]1)c1ccc(F)cc1,2,3,-9,-2,-5,-0.2,7,4,-0.4,-6
CN(C)C1CCCCC=CC(=O)NC1 (stereo not given),9,-3,.,.,4,0.6,-1,.,i,.
COC(=O)c1[nH]c2ccccc2c1NC(=O)CNC1CCCCC1,5,-7,-4,-5,5,.,8,3,-2.1,6
Cc1cc(C)cc(NC(=O)CSc2ccc(-c3cccs3)nn2)c1,13,10,-22,3,-6,1.7,-12,2,i,8
Cc1cc(C)c2nc(SCC(=O)N(C)C3CCS(=O)(=O)C3)cc(C)c2c1 (stereo not given),4,5,-5,-4,0,0.7,2,-2,i,32
CC(Sc1nnc(N)s1)C(=O)c1c(N)n(C)c(=O)n(C)c1=O (stereo not given),-1,6,.,.,-4,0.8,2,-1,-1.2,.
Cc1cccc(NS(=O)(=O)c2cc3c4c(c2)CCC(=O)N4CCC3)c1,-2,2,-1,.,13,1.3,4,-8,i,.
Cc1ccc(C(C(=O)NC2CCCCC2)N2CCN(C(=O)c3ccco3)CC2)cc1 (stereo not given),0,0,-28,4,18,.,10,2,3.8,11
CCN(CC)CCCN1C(=O)CSC1c1ccc([N+](=O)[O-])cc1 (stereo not given),2,-27,-4,6,-13,0.5,8,3,0.5,7
O=C(NCc1ccccc1)c1cnc(Cc2c[nH]c3ccccc23)c(I)c1,10,2,.,.,-5,0.1,.,.,-0.1,.
CN(C)c1ccc(C2N(c3ccc(F)cc3)C(=O)C3CCCN32)cc1 (stereo not given),12,3,-1,0,7,0.5,-4,4,-0.9,0
O=C(Cn1[nH]c(=O)c2ccccc2c1=O)Nc1cccnc1,-2,2,-2,1,3,1.6,1,-10,i,4
CC(=O)Nc1nc(-c2ccccc2)nc(-c2ccccc2OC(C)=O)n1,-12,-4,-6,-2,0,1.7,1,-3,5.0,3
O=C(NCc1ccccc1CN1CCCC1)c1ccc(Cl)c(S(=O)(=O)N2CCCC2)c1,2,0,.,.,-4,3.6,-1,1,-2.1,.
O=C(Oc1ccc(Cl)cc1)N1CCOCC1,-5,2,1,1,0,-0.1,9,-10,-0.8,-4
COc1ccccc1NS(=O)(=O)c1ccc(-c2cnc(C3CC3)o2)cc1,17,14,-12,3,-13,-1.8,0,1,-7.3,-14
CCOC(=O)C(C)/C(C)=N/NC(N)=S (stereo not given),-19,1,6,-4,0,.,0,.,4.2,5
N#C/C(=C(/O)CSc1ccccc1C(=O)O)c1nc2ccccc2s1,13,-6,0,1,1,.,0,-6,-0.4,18
CCN(CC)S(=O)(=O)c1ccc(N2CCCC2)c(NC(=O)c2ccccc2OC)c1,7,-4,-12,4,21,1.6,-4,7,-0.7,-15
COc1ccc(CCNC(=O)CSc2nc3ncccc3[nH]2)c(OC)c1,4,5,1,-2,5,0.2,-2,-1,-0.3,27
O=C1NC(=O)N(Cc2ccccc2)C(=O)/C1=C\C=C\c1ccco1,10,3,-16,5,-5,-5.5,-101,-3,i,13
COC(=O)C1=C(c2ccccc2OCc2ccccc2)C[C@@H]2CC[C@H]1N2C(=O)NCc1ccc(OC)cc1,2,3,-6,.,14,1.7,5,-5,-0.3,.
COc1ccc(NC(=O)C(Sc2ccccc2)c2ccccc2)c(OC)c1 (stereo not given),6,-2,-7,3,18,.,-8,-4,-1.6,0
COc1ccc(-c2nsc(SCC(=O)NCc3ccc4c(c3)OCO4)n2)cc1,10,4,-10,4,2,.,24,-2&-4,-0.3,7
Cc1ccc(CC(SCc2ccccc2)C(=O)O)cc1C (stereo not given),-2,-1,-2,7,7,2.4,0,-5,-0.5,41
Cc1noc(C)c1COC(=O)c1cc(F)c(F)cc1Cl,7,4,1,-4,3,.,-2,-33,0.7,22

# One compound at a time, from the list above.
# CCCC(=O)Nc1nnc(SCC(=O)NCc2ccco2)s1 as listed: CCHF vOTU inh: -12; PrPC surface inh: 1; Rv3671c protease: 0; SARS 3CLpro inh: 1; Yp Topo-I inh: 0; TcdB inh: .; MazEF act: -6; SSB-PriA inh: 0; BH1578 lux ind: 1.4; VHR inh abs: 7
# Cc1ccc2cc(C(c3nnnn3C(C)(C)C)N3CCCCCC3)c(=O)[nH]c2c1 (stereo not given) as listed: CCHF vOTU inh: .; PrPC surface inh: .; Rv3671c protease: -2; SARS 3CLpro inh: -2; Yp Topo-I inh: 3; TcdB inh: .; MazEF act: 0; SSB-PriA inh: 9; BH1578 lux ind: i; VHR inh abs: 32

# Some of the compounds tested (hit frequency here may not be typical).
